Screens deposited in PubChem BioAssay by Broad Institute.
DYRK1A inh = Dyrk1A (rat) kinase inhibition; actives 0.43% (n = 310,000); Q63470; AID 504441; ADP-Glo luminescence, NFATc1 peptide; inhibition, % at 12.5 µM; in the data active = inhibition above about 50%;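 note: plate controls were vehicle with enzyme for no effect and no enzyme for full effect; many of its hits are not listed in these tables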
GSK3A inh = inhibitors of human GSK-3 alpha kinase. AID 2650. inhibition, % at 10 µM. actives 0.1% (n = 320,000). ADP-Glo luminescence, 60 min;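 in the data active = inhibition above about 50%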;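 note: GST-tagged GSK-3 alpha with peptide substrate and 25 µM ATP; 0% = DMSO neutral wells and 100% = GW8510 positive control wells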
Target sequence (P49840 whole entry, looked up): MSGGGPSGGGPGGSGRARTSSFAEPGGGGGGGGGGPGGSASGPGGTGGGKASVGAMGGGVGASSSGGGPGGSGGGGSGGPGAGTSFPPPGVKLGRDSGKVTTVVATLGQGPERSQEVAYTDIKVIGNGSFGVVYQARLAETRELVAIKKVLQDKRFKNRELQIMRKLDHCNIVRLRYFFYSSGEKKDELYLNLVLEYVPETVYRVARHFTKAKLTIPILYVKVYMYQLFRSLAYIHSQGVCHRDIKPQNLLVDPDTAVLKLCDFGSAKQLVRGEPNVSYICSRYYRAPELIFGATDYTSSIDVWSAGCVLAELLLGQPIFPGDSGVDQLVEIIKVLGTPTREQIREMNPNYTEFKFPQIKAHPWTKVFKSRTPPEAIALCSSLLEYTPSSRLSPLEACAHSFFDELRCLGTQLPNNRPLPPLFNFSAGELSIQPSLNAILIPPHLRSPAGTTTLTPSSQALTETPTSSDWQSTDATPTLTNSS
HDAC3 inhib = inhibitors of human histone deacetylase 3 | actives 0.15% (n = 320,000) | inhibition, % at 8.3 µM | AID 2718 | recombinant HDAC3, fluorogenic peptide/trypsin coupled, fluorescence; in the data active = inhibition above about 26%, passing the limit was not always enough; inconclusive = no clear call, values can overlap the other calls
Target sequence (O15379 whole entry, looked up): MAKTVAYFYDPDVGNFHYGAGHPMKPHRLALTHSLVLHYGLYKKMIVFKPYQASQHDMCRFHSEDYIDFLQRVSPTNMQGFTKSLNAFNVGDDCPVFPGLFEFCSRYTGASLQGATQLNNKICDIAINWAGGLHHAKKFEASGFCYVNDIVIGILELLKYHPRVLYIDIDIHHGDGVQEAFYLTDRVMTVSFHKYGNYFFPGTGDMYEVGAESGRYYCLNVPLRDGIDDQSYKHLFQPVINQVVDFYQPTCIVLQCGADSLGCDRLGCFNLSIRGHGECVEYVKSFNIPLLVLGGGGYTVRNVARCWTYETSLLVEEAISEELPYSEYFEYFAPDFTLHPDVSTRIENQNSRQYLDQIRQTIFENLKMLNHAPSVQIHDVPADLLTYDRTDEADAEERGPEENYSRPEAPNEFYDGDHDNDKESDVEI
Numbers without * were called inactive; ? = inconclusive. The list is partial; rates above refer to the full screens.

SMILES	DYRK1A inh	GSK3A inh	HDAC3 inhib
O=C(CCNC(=O)c1ccccc1)Nc1nc2ccccc2s1	23	-6	6
Cc1ccc(SCC(=O)OCC(=O)NC(C)c2ccc(F)cc2)cc1 (stereo unspecified)	-2	-5	6
Cc1ccc(S(=O)(=O)N(C)CC(=O)NNC(=O)CCS(=O)(=O)c2ccccc2)cc1	-5	0	-3
Nc1ncnc2c1ncn2C1CCCO1 (stereo unspecified)	4	2	0
Cc1ccc(NC(=O)c2nc[nH]c2C(=O)NC2CCN(C(=O)OC(C)(C)C)CC2)cc1	2	-1	-4
CCCN(CC1CC1)C(=O)COC(=O)c1oc2ccc(OCC)cc2c1C	0	-1	-6
O=S(=O)(NCC1CN(S(=O)(=O)c2ccc3c(c2)OCCO3)C1)c1c(F)cccc1F	1	3	-3
CC(C)=CC(=O)O[C@@H]1Cc2c(ccc3ccc(=O)oc23)OC1(C)C	-1	0	-11
O=C(NCc1ccc(F)cc1)c1cc(S(=O)(=O)N2CCCCC2)ccc1Cl	0	0	1
O=C(COC(=O)/C=C/c1ccc(Cl)cc1)NC1CCCC1	4	-4	0
O=S(=O)(NCC1COc2ccccc2O1)c1ccccc1F (stereo unspecified)	1	1	-3
Cc1cc(C)c(C)c(S(=O)(=O)N2CCN(C(=O)c3ccncc3)CC2)c1C	-3	-2	2
COc1ccc(OCCN(C)C(=O)c2cccc(S(=O)(=O)N(C)c3ccccc3)c2)cc1	1	0	-2
Cc1ccc(C2(c3ccccc3)NC(=O)N(CC(=O)NCc3ccco3)C2=O)cc1C (stereo unspecified)	-1	11	1
COc1cc(C(=O)OCC(=O)Nc2ccc(S(=O)(=O)NC3=NCCCCC3)cc2)cc(OC)c1OC	-7	-5	3
O=C(CCNS(=O)(=O)c1ccccc1)NNC(=O)c1cccc(Cl)c1	-2	-1	1
COc1cc(OC)cc(C(=O)NNC(=O)C2CSC3(C)CCC(=O)N23)c1 (stereo unspecified)	2	-1	2
CCC(=O)Nc1ccc(N2CCOCC2)c(S(=O)(=O)Nc2ccc(Cl)cc2)c1	4	-1	16
Cc1c(NC(=O)C(C)OC(=O)c2ccccc2O)c(=O)n(-c2ccccc2)n1C (stereo unspecified)	12	-3	-6
Cc1ccc(S(=O)(=O)CCC(=O)OCC(=O)NCCc2ccc(S(N)(=O)=O)cc2)cc1	-4	-5	4
C[C@H](NS(=O)(=O)c1ccccc1F)C(=O)OCC(=O)Nc1ccc2c(c1)OCCO2	1	-5	3
O=C(C[C@@H]1C/C=C\CCC(=O)OC[C@@H]2CCCN2C1=O)N[C@@H](CO)Cc1ccccc1	7	-5	-11
COc1cc(/C=C2\Oc3ccc(C#Cc4ccc(O)cc4)cc3C2=O)cc(OC)c1	15	-4	-1
COc1ccc(C2=CC(=O)CC(C)(C)C2)cc1	0	-2	?
Cc1ccc(NC(=O)C2CCCC2)cc1S(=O)(=O)N1CCOCC1	3	0	3
COc1cc(OC)cc(-c2c(C#Cc3ccsc3)c3cc(-c4ccc5c(c4)OCCO5)ccc3n2C)c1	6	-3	1
Cc1cc(C)cc(NC(=O)CN(C)CC(=O)N(CC(C)C)c2c(N)n(CC(C)C)c(=O)[nH]c2=O)c1	1	-2	4
CN(C(=O)c1ccc(NC(=O)Cc2cccc(NC(=O)C3CCCN(C(=O)C4CC4)C3)c2)cc1)C1CCCC1 (stereo unspecified)	1	-4	4
Cn1c(SCC(=O)N2CC(=O)Nc3ccccc32)nc2ccccc2c1=O	0	16	-5
CCCCCCN(CCCCCC)C(=O)Cc1c(-c2ccc(F)cc2)[nH]c2ccccc12	-3	-4	-2
C[C@H](CO)N1C[C@H](C)[C@@H](CN(C)C(=O)Nc2ccc3c(c2)OCO3)Oc2c(NC(=O)Nc3ccccc3)cccc2C1=O	-1	-5	18
O=C(COC(=O)c1ccccn1)Nc1ccc2c(c1)OCCO2	-4	-5	-2
CC(C)(C)OC(=O)C[C@H]1C/C=C\C[C@H](CC(=O)N(CCO)Cc2ccccc2)C(=O)NC[C@H](c2ccccc2)OC1=O	-1	-3	2
CC(C)[C@H](NS(=O)(=O)c1ccccc1)C(=O)Nc1ccccc1N1CCOCC1	1	-1	2
O=C1C2CCc3ccccc3C2N1c1ccccc1 (stereo unspecified)	15	-3	-1
COc1ccccc1/C=C/C(=O)OCC(=O)NC1CCS(=O)(=O)C1 (stereo unspecified)	-3	-9	-2

Reformatted with the structure last: part of the list above.
| DYRK1A inh | GSK3A inh | HDAC3 inhib | compound |
| --- | --- | --- | --- |
| -1 | -5 | 18 | C[C@H](CO)N1C[C@H](C)[C@@H](CN(C)C(=O)Nc2ccc3c(c2)OCO3)Oc2c(NC(=O)Nc3ccccc3)cccc2C1=O |
| -4 | -5 | -2 | O=C(COC(=O)c1ccccn1)Nc1ccc2c(c1)OCCO2 |
| -1 | -3 | 2 | CC(C)(C)OC(=O)C[C@H]1C/C=C\C[C@H](CC(=O)N(CCO)Cc2ccccc2)C(=O)NC[C@H](c2ccccc2)OC1=O |
| 1 | -1 | 2 | CC(C)[C@H](NS(=O)(=O)c1ccccc1)C(=O)Nc1ccccc1N1CCOCC1 |

The results go on.
SMILES	DYRK1A inh	GSK3A inh	HDAC3 inhib
CCCCn1c(N)c(N(C)C(=O)c2cc3c(F)cccc3s2)c(=O)[nH]c1=O	1	-1	-4
COCc1cccc(C2=CC(=O)C[C@H](c3ccc(F)cc3)C2)c1	4	2	2
O=C(OCC(=O)N1CCN(C(=O)c2ccco2)CC1)c1c(Cl)cccc1Cl	0	1	-1
COc1cc(OC)cc(-c2c(-c3cccs3)c3cc(-c4ccc(OC)c(F)c4)ccc3n2C)c1	4	-3	-2
CC(OC(=O)c1cccc(NS(C)(=O)=O)c1)C(=O)Nc1ccc2c(c1)OCO2 (stereo unspecified)	1	1	9
CCN(C(=O)COC(=O)/C=C/c1ccc(F)cc1)C1CCCCC1	-1	-2	2
COc1ccc(N2CCN(C(=O)c3cccc(S(=O)(=O)N4CCOCC4)c3)CC2)cc1	1	1	-3
CC(C)(Sc1ccc(CCN(CCCCC2CCCCC2)C(=O)NC2CCCCC2)cc1)C(=O)O	-4	-7	0
CCCC1(CCC)NC(=O)N(CC(=O)Nc2ccc3c(c2)OCCO3)C1=O	2	0	-1
CC1CCC2(CC1)NC(=O)N(CC(=O)NC(C)c1ccc(F)c(F)c1)C2=O (stereo unspecified)	3	-1	2
CCc1ccc(C(=O)NNC(=O)c2n[nH]c(=O)c3ccccc23)cc1	9	-1	6
CC1(C)O[C@@H]2[C@H](O1)[C@@H](CO)O[C@H]2n1c(N2CCCCC2)nc2c(N)ncnc21	5	3	5
COc1ccc(/C=C/C(=O)c2ccc3c(c2)OCO3)cc1OC	-1	-1	10
Cn1c(N)c(C(=O)COC(=O)/C=C/c2ccccc2Cl)c(=O)n(C)c1=O	-5	1	1
COc1ccc(C)cc1NC(=O)c1cc(-c2ccccc2)nc2c1cnn2C(C)C	-7	-3	2
Cc1ccc(NC(=O)NC(=O)CN2CCCC2c2ccc3c(c2)OCCO3)cc1C (stereo unspecified)	-2	0	1
O=C(NCCc1ccc2c(c1)OCCO2)c1cccc(S(=O)(=O)N2CCCC2)c1	7	-3	-2
O=[N+]([O-])c1ccc(NS(=O)(=O)N2CCOCC2)cc1	0	-5	3
Cc1nn(Cc2ccccc2)c(C)c1C(=O)N1CCN(CC(=O)Nc2ccccc2Cl)CC1	3	-4	-8
Cc1cc(Cn2nc(-c3ccccc3C)cc2C(=O)O)on1	30	-2	2
O=C(COC(=O)Cn1cnc2ccccc2c1=O)NNC(=O)c1ccc(Br)cc1	6	1	-6
Cc1ccc(OCCC(=O)NNC(=O)c2ccccc2F)cc1	2	16	1
CC(=O)c1ccc(N2CCN(C(=O)c3cc(S(=O)(=O)N4CCOCC4)ccc3C)CC2)cc1	-1	-2	18
O=C(/C=C/c1ccc2c(c1)S(=O)(=O)N(Cc1ccccc1)[C@H]2CC(=O)N1CCOCC1)N1CCOCC1	14	-2	0
COc1ccc([C@H]2CC(=O)C=C(c3ccc(CO)cc3)C2)cc1	-11	-2	-11
Cc1cccc(N2CCN(C(=O)c3ccc4ccccc4c3)CC2C)c1 (stereo unspecified)	0	-6	7
Cc1nn(CC(=O)NC2CCS(=O)(=O)C2)c(C)c1S(=O)(=O)N(C)C (stereo unspecified)	-3	-1	-2
O=C(CN1CCN(c2cccc(C(F)(F)F)c2)CC1)N(C1CC1)C1CCS(=O)(=O)C1 (stereo unspecified)	4	-4	0
O=C(CNS(=O)(=O)c1ccc(Cl)cc1)NC1CCCCC1	5	-2	-2
CN(CC(=O)Nc1ccc(F)cc1)C(=O)Cn1cnc2ccc([N+](=O)[O-])cc2c1=O	-3	-2	1
O=C(COC(=O)CCC(=O)c1ccc(F)cc1)NC1CCCCC1	2	1	-3
CC(=O)Nc1ccc(NC(=O)C(C)OC(=O)CCSc2ccccc2Cl)cc1 (stereo unspecified)	-3	1	2
O=C(OCC#CCSc1nnc(-c2cccc3ccccc23)o1)c1ccc(Br)cc1	-4	-1	0
C[C@@H]1CN([C@@H](C)CO)C(=O)Cc2cc(NC(=O)Nc3cccc4ccccc34)ccc2O[C@@H]1CN(C)Cc1ccc(C(F)(F)F)cc1	5	-4	18
CC(NCC(=O)Nc1ccccc1C(=O)NC1CC1)c1ccc(S(C)(=O)=O)cc1 (stereo unspecified)	2	-2	0
Cc1nc(SCC(=O)NCc2ccc3c(c2)OCO3)nc(C)c1C	10	0	-1

In another format: results already given.
DYRK1A inh,GSK3A inh,HDAC3 inhib,Structure
-11,-2,-11,COc1ccc([C@H]2CC(=O)C=C(c3ccc(CO)cc3)C2)cc1
0,-6,7,Cc1cccc(N2CCN(C(=O)c3ccc4ccccc4c3)CC2C)c1 (stereo unspecified)
-3,-1,-2,Cc1nn(CC(=O)NC2CCS(=O)(=O)C2)c(C)c1S(=O)(=O)N(C)C (stereo unspecified)
4,-4,0,O=C(CN1CCN(c2cccc(C(F)(F)F)c2)CC1)N(C1CC1)C1CCS(=O)(=O)C1 (stereo unspecified)
5,-2,-2,O=C(CNS(=O)(=O)c1ccc(Cl)cc1)NC1CCCCC1
-3,-2,1,CN(CC(=O)Nc1ccc(F)cc1)C(=O)Cn1cnc2ccc([N+](=O)[O-])cc2c1=O
2,1,-3,O=C(COC(=O)CCC(=O)c1ccc(F)cc1)NC1CCCCC1

(cont.)
SMILES	DYRK1A inh	GSK3A inh	HDAC3 inhib
NC(=O)c1ccc(NC(=O)COC(=O)c2ccc(Br)o2)cc1	0	-1	4
COc1ccc(OC)c(-c2nnc3n2N=C(c2ccc(OC)c(OCC4CC4)c2)CS3)c1	2	1	16
NC(=O)c1ccc(-c2c(-c3ccccc3)sc3ccccc23)cc1	-1	-4	-4
COc1ccc2sc(-c3ccccc3OC)c(C#CC(C)(C)O)c2c1	18	1	13
CNC(=S)N(C)/N=C1/C(=O)N(Cc2c(Cl)cccc2Cl)c2ccccc21	-5	1	14
COc1cc(/C=C/C(=O)OC[C@H]2O[C@H](OC3(CO)OC(CO)C(O)C3O)[C@H](O)[C@@H](O)[C@@H]2O)ccc1O (stereo partly specified)	4	-2	7
CC(CC(=O)Nc1cc(S(=O)(=O)N2CCOCC2)ccc1OCC(F)(F)F)c1ccccc1 (stereo unspecified)	2	2	7
COc1cc2sc(-c3ccc(S(C)(=O)=O)cc3)c(C(=O)NCCCCO)c2cc1OC	31	-2	-19
C[C@H](CO)N1C[C@H](C)[C@@H](CN(C)S(=O)(=O)c2ccc(F)cc2)Oc2ccc(NC(=O)Cc3ccccc3)cc2C1=O	-6	-1	-1
CCN1C(=O)[C@H]2[C@@H](c3ccc(C)cc3)N3C(=O)N(c4cccc(Cl)c4)C(=O)[C@@]3(C)[C@H]2C1=O	0	-2	-1
CCC(CO)Oc1cc(NCc2cccc(OC)c2)c2ncn(C(C)C)c2c1 (stereo unspecified)	7	2	15
CCN(CC(=O)NCc1cccs1)C(=O)c1ccc(C)o1	0	-4	0
Cc1noc(C)c1S(=O)(=O)Nc1ccc2c(c1)C(=O)N([C@H](C)CO)C[C@H](C)[C@@H](CN(C)Cc1ccc(C(=O)O)cc1)O2	8	1	-5
COc1ccc(CN2CC[C@H]3C=CCc4cccc(c43)C2)cc1	9	-1	2
Cc1ccc(C)c(C(=O)OCC(=O)Nc2cccc(S(=O)(=O)N3CCCCC3)c2)c1	4	22	3
O=C(COC(=O)COc1ccccc1F)Nc1ccc2c(c1)OCO2	7	15	-4
COc1cc(OC)c(N(C)S(=O)(=O)c2cccc(C(=O)OCC(=O)N3CCOCC3)c2)cc1Cl	-3	1	-4
Cc1ccsc1C(=O)OCC(=O)NCCc1ccccc1	-4	-2	-14
CN(C(=O)CSCC(=O)Nc1ccc(Cl)cc1)C1CCCCC1	-2	-2	-4
Cn1nnnc1SCC(=O)Nc1ccc(C(=O)N2CCN(Cc3ccccc3F)CC2)cc1	4	-2	-4
CCC(CO)Oc1cc(NCc2cccc(C)c2)c2ncn(C(C)C)c2c1 (stereo unspecified)	3	10	2
O=C1C=C(c2ccc(Cl)c(C(F)(F)F)c2)C[C@@H](c2ccc(Cl)cc2)C1	-2	-3	-5
COc1ccc(F)cc1CN1CCN(CC(=O)Nc2ccccc2C(=O)NC2CC2)CC1	5	-1	0
O=C(Nc1ccc(S(=O)(=O)NC2=NCCCCC2)cc1)c1cccs1	-4	-1	1
COc1ccc(NC(=O)CNC(=O)c2ccco2)cc1S(=O)(=O)Nc1cc(C)ccc1Br	-2	-4	10
COc1ccc(NC(=O)Nc2ccc3c(c2)C(=O)N([C@H](C)CO)C[C@H](C)[C@@H](CN(C)C(=O)Nc2ccccc2)O3)cc1	3	-3	8
N=C(N)c1ccc(N)cc1	12	0	?
Cc1noc(C)c1C(=O)OC(C)C(=O)NC(C)c1ccc(Cl)cc1Cl (stereo unspecified)	-1	0	-2
